Screening results: PubChem, National Center for Advancing Translational Sciences (NCATS)
Cycloheximide cs: counter-screen for Shiga toxin inhibitors: cycloheximide protein synthesis inhibition; cell reporter, cycloheximide protein synthesis inhibition counterscreen; max response, %; actives 12% (n = 300,000); AID 2314; in the data active = max response mostly above about 13%, no sharp cut-off; inactive = mostly below about 14%; note: read at 38.3 µM for the half of the compounds with a filed dose; 0% is about no effect
AmpC no deterg: blocks E. coli AmpC beta-lactamase in detergent-free assay; AmpC nitrocefin hydrolysis, absorbance 480 nm, 0.0001% Triton; Potency, µM (top dose mostly 57.1 µM), for the others: at the top dose activity change, negative = inhibition, usual class: inhibitors; actives 0.52% (n = 330,000);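 note: potency is the fitted concentration of half-maximal effect; plate controls were no compound for no effect and no enzyme for full effect; nearly all actives have a fitted effect of over 20% in size; some results filed as inactive show a strong effect at the top dose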
Target sequence (P00811 whole entry, looked up): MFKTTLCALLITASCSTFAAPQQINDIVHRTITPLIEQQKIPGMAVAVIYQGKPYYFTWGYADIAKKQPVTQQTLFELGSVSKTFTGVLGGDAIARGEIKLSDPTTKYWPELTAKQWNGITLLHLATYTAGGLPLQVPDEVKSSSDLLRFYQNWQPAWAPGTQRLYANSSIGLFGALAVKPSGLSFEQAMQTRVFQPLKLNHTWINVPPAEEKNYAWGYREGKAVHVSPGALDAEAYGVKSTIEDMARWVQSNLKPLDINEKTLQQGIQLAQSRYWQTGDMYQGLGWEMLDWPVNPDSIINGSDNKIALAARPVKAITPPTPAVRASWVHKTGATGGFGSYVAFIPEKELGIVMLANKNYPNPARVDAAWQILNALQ
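AmpC (5.3 nM in the dispensed reagent) in 20 mM phosphate pH 7.0 with 0.01% (detergent screen) or 0.0001% Triton X-100 was preincubated with compounds for 15 min at room temperature. Nitrocefin was then added from an 800 uM solution, and hydrolysis was followed at 480 nm.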
Pf growth 96h: P. falciparum growth inhibition at 96 hours | P. falciparum luciferase reporter growth, 96 h | Potency, µM (series often up to 28.7 µM), inactives show top-dose activity change, negative = inhibition, actives largely listed as inhibitors | actives 6.9% (n = 320,000) | AID 504834; note: potency is the fitted concentration of half-maximal effect; % is set by controls: 0 for no effect and ±100 for the full control effect
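Plates of compound plus infected erythrocytes (2% hematocrit, 0.05% parasitemia final) incubate 96 hours, 37 C, 5% CO2. Detection reagent added; reduced luminescence from the parasites' luciferase reporter flags inhibition.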
Tb PYK inh: inhibitors of Trypanosoma brucei pyruvate kinase; Potency, µM (titrated, usually from 76.8 µM), without a hit: at the top dose activity, negative = inhibition, actives largely listed as inhibitors; actives 0.12% (n = 410,000); TbPYK enzyme, Kinase-Glo Plus ATP luminescence, 45 min; Q57TT1; note: potency is the fitted concentration of half-maximal effect; % is set by controls: 0 for no effect and ±100 for the full control effect; nearly all actives have a fitted effect of over 50% in size
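Glycolytic pyruvate kinase of T. brucei was incubated with substrate, test compound and 130 uM ADP for 45 minutes at room temperature. Luminescent Kinase-Glo Plus signal was measured after 10 minutes.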
LmPK inhibitor: blocks Leishmania mexicana pyruvate kinase activity; Q27686; purified LmPK, Kinase-Glo ATP luminescence, 1 h; Potency, µM (titrated, usually from 57.5 µM), inactives show at the top dose activity change, negative = inhibition, usual class: inhibitors; actives 0.37% (n = 290,000); note: potency is the fitted concentration of half-maximal effect; % is set by controls: 0 for no effect and ±100 for the full control effect
Target sequence (Q27686 whole entry, looked up): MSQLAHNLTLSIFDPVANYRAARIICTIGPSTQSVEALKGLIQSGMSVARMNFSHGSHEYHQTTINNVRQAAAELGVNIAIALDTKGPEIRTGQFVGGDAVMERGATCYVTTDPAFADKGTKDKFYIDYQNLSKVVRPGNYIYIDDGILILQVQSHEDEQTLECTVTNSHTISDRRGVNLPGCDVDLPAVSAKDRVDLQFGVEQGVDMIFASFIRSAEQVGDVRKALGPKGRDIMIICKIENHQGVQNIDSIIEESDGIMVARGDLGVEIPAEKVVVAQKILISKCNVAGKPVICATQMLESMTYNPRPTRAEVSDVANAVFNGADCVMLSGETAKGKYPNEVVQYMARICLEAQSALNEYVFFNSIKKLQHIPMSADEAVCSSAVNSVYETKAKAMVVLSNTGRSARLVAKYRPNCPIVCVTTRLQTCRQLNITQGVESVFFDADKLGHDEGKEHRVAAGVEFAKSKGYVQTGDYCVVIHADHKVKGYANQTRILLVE
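In 50 mM imidazole pH 7.2 with 7 mM MgCl2, LmPK (0.1 nM) turned over PEP (0.5 mM) and ADP (0.1 mM) for 1 h at room temperature. Luciferase read-out of ATP.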
Shiga toxin inh: blocks Shiga toxin action in Vero cells | inhibition, % at 38.7 µM | actives 9.2% (n = 290,000) | Vero cells, Shiga toxin protein synthesis inhibition reporter | AID 2315; in the data active = inhibition mostly above about 28%, no sharp cut-off; inactive = mostly below about 43%; note: 0% is about no effect
Pf growth 48h: P. falciparum growth inhibition at 48 hours (one generation). P. falciparum luciferase growth in erythrocytes, 48 h. Potency, µM (top dose mostly 28.7 µM), without a hit: top-dose activity change, negative = inhibition, actives largely listed as inhibitors. actives 5.9% (n = 310,000). AID 504832; note: potency is the fitted concentration of half-maximal effect; % is set by controls: 0 for no effect and ±100 for the full control effect
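Luciferase-expressing parasites in RBCs, 2% Hct / 0.1% parasitemia final; RPMI 1640 + 0.5% Albumax; 37 C, 5% CO2, one generation; luminescence read-out, lower signal = inhibition.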
* = called active by the depositor; [ ] = dose if it differs, or a comment. Unless noted, calls come from the whole dose curve; as a rule, active = well fitted curve in the direction sought with a large enough effect; inconclusive = small, poorly fitted or top-dose-only effect, or another doubt; inactive = no such curve, though single readings can be large; an effect the other way counts as inactive or inconclusive.

Screening CC(C)c1onc(C(=O)NCc2cccs2)c1[N+](=O)[O-] returned Cycloheximide cs 17, AmpC no deterg -17%, Pf growth 96h -11%, Tb PYK inh 6%, LmPK inhibitor -5%, Shiga toxin inh -5 and Pf growth 48h -29%.
COc1ccc(-c2csc(N)n2)cc1 was read as Cycloheximide cs 37*, AmpC no deterg -9%, Pf growth 96h 85%[activator], Tb PYK inh -8%, LmPK inhibitor -3%, Shiga toxin inh 58* and Pf growth 48h 141%[activator].
For COc1cc(CNCc2cccs2)ccc1OCC(N)=O the results were Cycloheximide cs -3, AmpC no deterg -3%, Pf growth 96h 58%[activator], Tb PYK inh 0%, LmPK inhibitor -6%, Shiga toxin inh -10 and Pf growth 48h 3%.
`COc1ccc(NC(=O)CN(C)C(=O)CCSc2ccc(C)cc2)cc1` gave AmpC no deterg -2%, Pf growth 96h inconclusive, Tb PYK inh 8% and Pf growth 48h inconclusive.
`CCOc1ccc(C2CC(c3c(O)c4ccccc4oc3=O)=NN2c2ccccc2)cc1OC` (stereo not given) gave Cycloheximide cs 3, AmpC no deterg -32%, Pf growth 96h inconclusive, Tb PYK inh -11%, LmPK inhibitor 5%, Shiga toxin inh 14 and Pf growth 48h 14%.
Cc1ccc(CN2CCNC(=O)C2CC(=O)NCCCn2ncc3ccccc32)o1 (stereo not given) was read as Cycloheximide cs -2, AmpC no deterg 36%, Pf growth 96h inconclusive, Tb PYK inh -2%, LmPK inhibitor 8%, Shiga toxin inh -9 and Pf growth 48h 10%.
Screening Cc1ccc(-c2nc(CNC(=O)c3ccco3)cs2)cc1 returned Cycloheximide cs 39, AmpC no deterg 0%, Pf growth 96h inconclusive, Tb PYK inh 4%, LmPK inhibitor -11%, Shiga toxin inh 85* and Pf growth 48h 33%[activator].
Screening Cc1ccc(C(=O)N/N=C/c2ccc(-c3cccc(Cl)c3)o2)cn1 returned Cycloheximide cs 1, AmpC no deterg 57%, Pf growth 96h 47%[activator], Tb PYK inh 2%, LmPK inhibitor 6%, Shiga toxin inh 3 and Pf growth 48h 0%.
For CCCCOc1ccc(C(=O)NCCOc2cccc(OC)c2)cc1 the results were Cycloheximide cs 24, AmpC no deterg -24%, Pf growth 96h inconclusive, Tb PYK inh 2%, LmPK inhibitor -3%, Shiga toxin inh 20 and Pf growth 48h 17%.
`O=C(Nc1ccc(Cl)c(Cl)c1)C1CCCCC1` gave AmpC no deterg -33%, Pf growth 96h 40%[activator], Tb PYK inh -11% and Pf growth 48h 28%.

Next part (2 carried over from the part before).
For CCCCOc1ccc(C(=O)NCCOc2cccc(OC)c2)cc1 the results were Cycloheximide cs 24, AmpC no deterg -24%, Pf growth 96h inconclusive, Tb PYK inh 2%, LmPK inhibitor -3%, Shiga toxin inh 20 and Pf growth 48h 17%.
`O=C(Nc1ccc(Cl)c(Cl)c1)C1CCCCC1` gave AmpC no deterg -33%, Pf growth 96h 40%[activator], Tb PYK inh -11% and Pf growth 48h 28%.
Screening O=C(NCCc1ccccc1)C1CCN(C(=O)c2ccc(F)cc2)CC1 returned Cycloheximide cs 3, AmpC no deterg -5%, Pf growth 96h inconclusive, Tb PYK inh -1%, LmPK inhibitor -3%, Shiga toxin inh 7 and Pf growth 48h -10%.
For CC(C)(C)NC(=O)C(c1ccc(F)cc1)N(Cc1ccco1)C(=O)CCC(=O)Nc1ccccn1 (stereo not given) the results were Cycloheximide cs -5, AmpC no deterg 144%[activator], Pf growth 96h 2%, Tb PYK inh -15%, LmPK inhibitor 0%, Shiga toxin inh -1 and Pf growth 48h inconclusive.
For O=C(CCNS(=O)(=O)c1ccc(OC(F)(F)F)cc1)N1CCN(S(=O)(=O)c2cccc(F)c2)CC1 the results were AmpC no deterg 53%, Pf growth 96h -26%, Tb PYK inh 4% and Pf growth 48h -9%.
`O=C(NCCCn1ccnc1)c1cc(-c2ccc(Cl)cc2)nc2ccccc12` gave Cycloheximide cs -3, AmpC no deterg 154%[activator], Pf growth 96h 28%, Tb PYK inh -7%, LmPK inhibitor 0%, Shiga toxin inh -8 and Pf growth 48h inconclusive.
O=C(COC(=O)c1ccc(Cl)cc1O)NC(=O)C1CCCCC1 was read as Cycloheximide cs -1, AmpC no deterg -28%, Pf growth 96h 36%[activator], Tb PYK inh -1%, LmPK inhibitor 0%, Shiga toxin inh -19 and Pf growth 48h 0%.
For CCOc1ccc(-c2nc(C#N)c(NCc3ccco3)o2)cc1 the results were Cycloheximide cs 23*, AmpC no deterg -14%, Pf growth 96h 0%, Tb PYK inh -2%, LmPK inhibitor 1%, Shiga toxin inh 46* and Pf growth 48h inconclusive.
CCOC(=O)c1c(NC(=O)COc2ccc3ccc(=O)oc3c2)sc(C(=O)N(C)C)c1C was read as Cycloheximide cs -1, AmpC no deterg -2%, Pf growth 96h 11%, Tb PYK inh -1%, LmPK inhibitor -2%, Shiga toxin inh 7 and Pf growth 48h 2%.
CCS(=O)(=O)NCC(c1cccnc1)N1CCN(c2ccc(OC)cc2)CC1 (stereo not given) was read as Cycloheximide cs -3, AmpC no deterg 27%, Pf growth 96h 16%, Tb PYK inh -9%, LmPK inhibitor 3%[11.5 µM], Shiga toxin inh -21 and Pf growth 48h 7%.
Screening Cc1nn(Cc2ccccc2Cl)c(C)c1NC(=O)CCCn1nc([N+](=O)[O-])c(Cl)c1C returned Cycloheximide cs -1, AmpC no deterg 220%[activator], Pf growth 96h 4.7µM*, Tb PYK inh 6%, LmPK inhibitor 4%, Shiga toxin inh -8 and Pf growth 48h -15%.
O=C1C2C3C=CC(C3)C2C(=O)N1c1cccc(-c2nc3ccccc3o2)c1 (stereo not given) was read as Cycloheximide cs -3, AmpC no deterg -26%, Pf growth 96h 2%, Tb PYK inh 2%, LmPK inhibitor -6%, Shiga toxin inh 4 and Pf growth 48h 17%.
C=C(COC(C)=O)CC1CC(O)[C@]2(C)OC3CC4OC5C[C@]6(C)O[C@]7(C)CCC8OC9C[C@]%10(C)OC%11C(C)=CC(=O)OC%11CC%10OC9C[C@@H](C)C8OC7CC6O[C@]5(C)C/C=C\C4OC3CC2O1 (stereo not given in full) was read as Cycloheximide cs -5, AmpC no deterg 112%[activator], Tb PYK inh 2%, LmPK inhibitor 0%, Shiga toxin inh 3 and Pf growth 48h -14%.
For COC(=O)CCC(=O)Nc1cccc2c(NC(=O)CCC(=O)OC)cccc12 the results were Cycloheximide cs -1, AmpC no deterg -23%, Pf growth 96h 7%, Tb PYK inh -2%, LmPK inhibitor 4%, Shiga toxin inh -4 and Pf growth 48h 16%.
`CN(C(=O)C1CCC(=O)N(Cc2ccccc2F)C1)C1CCOCC1` (stereo not given) gave Cycloheximide cs 9, AmpC no deterg 2%, Pf growth 96h inconclusive, Tb PYK inh -9%, LmPK inhibitor 3%, Shiga toxin inh 17 and Pf growth 48h 6%.
Screening COc1cccc(/C=C/C(=O)OCC(=O)N2CCCc3ccccc32)c1 returned AmpC no deterg -13%, Pf growth 96h -2%, Tb PYK inh 0% and Pf growth 48h 15%.
`CC(C)CC(=O)NC(=S)Nc1nc(-c2ccccc2)cs1` gave Cycloheximide cs 12, AmpC no deterg -12%, Pf growth 96h inconclusive, Tb PYK inh -2%, LmPK inhibitor 0%, Shiga toxin inh 9 and Pf growth 48h -8%.
For CCn1ncc([N+](=O)[O-])c1C(=O)Nc1c(C)nn(Cc2ccc(F)cc2)c1C the results were Cycloheximide cs -2, AmpC no deterg 15%, Pf growth 96h 8%, Tb PYK inh 2%, LmPK inhibitor 6%, Shiga toxin inh -11 and Pf growth 48h -2%.
For CCNNC(=O)C(O)(c1cccc(C)c1)c1cccc(C)c1 the results were Cycloheximide cs -3, AmpC no deterg -21%, Pf growth 96h 41%[activator], Tb PYK inh -5%, LmPK inhibitor -2%, Shiga toxin inh -8 and Pf growth 48h 6%.
`Oc1ccc(C[C@@H]2CNCCN2CCC23CC4CC(CC(C4)C2)C3)cc1` gave AmpC no deterg 15%, Pf growth 96h 2.1µM*, Tb PYK inh 4% and Pf growth 48h 10µM*.
`CCOC(=O)CC(NS(=O)(=O)c1ccc(OC)c(C)c1)c1cccc([N+](=O)[O-])c1` (stereo not given) gave Cycloheximide cs 6, AmpC no deterg -20%, Pf growth 96h inconclusive, Tb PYK inh -1%, LmPK inhibitor 0%, Shiga toxin inh 6 and Pf growth 48h -20%.
CCOc1cc(/C=N\NC(=O)c2ccc(NC(=O)C(C)(C)C)cc2)ccc1OC(=O)c1ccc(C)cc1 was read as Cycloheximide cs -3, AmpC no deterg -17%, Pf growth 96h 16%, Tb PYK inh -20%, LmPK inhibitor 4% and Shiga toxin inh -8.
`CCOC(=O)N1CCN(C(=O)c2cc3cc(Br)ccc3oc2=O)CC1` gave Cycloheximide cs -4, AmpC no deterg -17%, Pf growth 96h -1%, Tb PYK inh -7%, LmPK inhibitor -2% and Shiga toxin inh -23.
For Cc1ccc(S(=O)(=O)N2CCCC2C(=O)NC2CCCCC2)cc1 (stereo not given) the results were Cycloheximide cs -6, AmpC no deterg -3%, Pf growth 96h -9%, Tb PYK inh -8%, LmPK inhibitor 2%, Shiga toxin inh -10 and Pf growth 48h -25%.
For C/C(=N\N=C1/NC(=O)C(C)S1)c1ccc([N+](=O)[O-])cc1 (stereo not given) the results were Cycloheximide cs -2, AmpC no deterg -14%, Pf growth 96h -30%, Tb PYK inh -3%, LmPK inhibitor -1%, Shiga toxin inh 9 and Pf growth 48h 4%.
Cc1cc(C)n(S(=O)(=O)c2cc(C)c(C)cc2C)n1 was read as Cycloheximide cs -2, AmpC no deterg 1%, Tb PYK inh 7%, LmPK inhibitor -3%, Shiga toxin inh -3 and Pf growth 48h inconclusive.
Screening COCCN1C(=O)C(=O)/C(=C(/O)c2ccc(S(=O)(=O)N3CCOCC3)cc2)C1c1ccc(OC)c(OC)c1 (stereo not given) returned Cycloheximide cs 0, AmpC no deterg -5%, Pf growth 96h -24%, Tb PYK inh 3%, LmPK inhibitor -1%, Shiga toxin inh -8 and Pf growth 48h -2%.
Cc1ccccc1CNc1nc(N)n(-c2ccccc2)n1 was read as Cycloheximide cs 9, AmpC no deterg -19%, Pf growth 96h 0%, Tb PYK inh 1%, LmPK inhibitor 0% and Shiga toxin inh 32.
Screening C[C@@]12CCC=C[C@H]1[C@H](c1ccccc1Br)N(Cc1ccccc1)C2=O returned Cycloheximide cs 12, AmpC no deterg 30%, Tb PYK inh 4% and Shiga toxin inh inactive.
O=C(O)/C(=C/c1ccco1)NC(=O)c1ccc(Br)o1 was read as Cycloheximide cs -3, AmpC no deterg -43%, Pf growth 96h 13µM*, Tb PYK inh 1%, LmPK inhibitor 6%, Shiga toxin inh -59 and Pf growth 48h inconclusive.
`CCOc1ccc(NC(=O)CSc2nc3ccccc3c(=O)n2CCCC(=O)NCC2CCCO2)cc1` (stereo not given) gave Cycloheximide cs -3, AmpC no deterg -11%, Pf growth 96h -19%, Tb PYK inh -1%, LmPK inhibitor -8%, Shiga toxin inh -3 and Pf growth 48h -8%.
CC(C)(C)c1ccc(C(=O)NCc2nnc(SCC(=O)NCC3CCCO3)o2)cc1 (stereo not given) was read as Cycloheximide cs -1, AmpC no deterg 56%, Pf growth 96h 8%, Tb PYK inh 1%, LmPK inhibitor -3%, Shiga toxin inh -4 and Pf growth 48h -4%.
